Screening results from PubChem.
Sm TGR block: qHTS Assay for the Inhibitors of Schistosoma Mansoni Peroxiredoxins. Schistosoma mansoni thioredoxin glutathione reductase (TGR), Q962Y6. purified TGR, DTNB reduction, TNB absorbance 405 nm. Potency, µM (doses to about 114 µM), for inactives: at the top dose activity change, negative = inhibition, actives largely listed as inhibitors. hit rate 3% among 360,000. AID 485364, 2010; also: potency is read from the fitted curve at half-maximal effect; nearly all actives have a fitted effect of over 60% in size
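TGR 20 nM + NADPH 100 uM (dispensed conc.), cpd preinc 15 min RT; start with NADPH (500 uM addition) then DTNB (15 mM addition). Kinetic TNB absorbance, 405 nm filter. Four-parameter Hill fit across titration.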
AmpC inh detg: qHTS Inhibitors of AmpC Beta-Lactamase (assay with detergent); AmpC hydrolysis of nitrocefin, absorbance 480 nm, 0.01% Triton; Potency, µM (titrated, usually from 114 µM), for the others: at the top dose activity change, negative = inhibition, usual class: inhibitors; hit rate 0.041% among 370,000;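 also: potency is read from the fitted curve at half-maximal effect; 0% = no-compound wells and -100% = no-enzyme wells; nearly all actives have a fitted effect of over 25% in size; some results filed as inactive show a strong effect at the top dose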
Target sequence (P00811 whole entry, looked up): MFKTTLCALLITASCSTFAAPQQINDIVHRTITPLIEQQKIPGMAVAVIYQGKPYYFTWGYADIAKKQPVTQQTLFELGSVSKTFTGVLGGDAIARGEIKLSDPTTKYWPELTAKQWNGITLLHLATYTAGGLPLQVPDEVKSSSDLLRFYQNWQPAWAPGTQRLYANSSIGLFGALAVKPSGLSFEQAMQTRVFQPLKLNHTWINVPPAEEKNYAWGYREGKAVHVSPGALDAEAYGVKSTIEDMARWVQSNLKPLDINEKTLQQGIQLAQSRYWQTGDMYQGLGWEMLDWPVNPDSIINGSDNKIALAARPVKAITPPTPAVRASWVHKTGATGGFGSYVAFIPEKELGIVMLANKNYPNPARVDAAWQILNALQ
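AmpC (5.3 nM in the dispensed reagent) in 20 mM phosphate pH 7.0 with 0.01% (detergent screen) or 0.0001% Triton X-100 was preincubated with compounds for 15 min at room temperature. Nitrocefin was then added from an 800 uM solution, and hydrolysis was followed at 480 nm.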
AmpC no deterg: qHTS Inhibitors of AmpC Beta-Lactamase (assay without detergent) | Potency, µM (series often up to 57.1 µM), for inactives: at the highest dose activity change, negative = inhibition, actives largely listed as inhibitors | hit rate 0.52% among 330,000 | AmpC nitrocefin hydrolysis, absorbance 480 nm, 0.0001% Triton | AID 485341, 2010 | P00811;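 also: potency is read from the fitted curve at half-maximal effect; plate controls were no compound for no effect and no enzyme for full effect; nearly all actives have a fitted effect of over 20% in size; some results filed as inactive show a strong effect at the top dose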
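20 mM phosphate pH 7.0 + 0.01% (detergent screen) or 0.0001% Triton X-100; 5.3 nM AmpC reagent; cpd preinc 15 min RT; nitrocefin (800 uM stock) to start; A480 q20 s × 4 min; Activity was normalised to no-enzyme and no-compound control wells.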
Tb PYK inh: qHTS of Trypanosoma Brucei Inhibitors. pyruvate kinase (Trypanosoma brucei), Q57TT1. TbPYK enzyme, Kinase-Glo Plus ATP luminescence, 45 min. Potency, µM (titrated, usually from 76.8 µM), without a hit: at the highest dose activity, negative = inhibition, actives largely listed as inhibitors. hit rate 0.12% among 410,000. AID 624173, 2012; also: potency is read from the fitted curve at half-maximal effect; nearly all actives have a fitted effect of over 50% in size
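Glycolytic pyruvate kinase of T. brucei was incubated with substrate, test compound and 130 uM ADP for 45 minutes at room temperature. Luminescent Kinase-Glo Plus signal was measured after 10 minutes.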
LmPK inhibitor: qHTS Assay for Inhibitors of Leishmania Mexicana Pyruvate Kinase (LmPK); Potency, µM (titrated, usually from 57.5 µM), without a hit: at the highest dose activity change, negative = inhibition, usual class: inhibitors; Q27686; hit rate 0.37% among 290,000; AID 1721, 2009; purified LmPK, Kinase-Glo ATP luminescence, 1 h; also: potency is read from the fitted curve at half-maximal effect
Target sequence (Q27686 whole entry, looked up): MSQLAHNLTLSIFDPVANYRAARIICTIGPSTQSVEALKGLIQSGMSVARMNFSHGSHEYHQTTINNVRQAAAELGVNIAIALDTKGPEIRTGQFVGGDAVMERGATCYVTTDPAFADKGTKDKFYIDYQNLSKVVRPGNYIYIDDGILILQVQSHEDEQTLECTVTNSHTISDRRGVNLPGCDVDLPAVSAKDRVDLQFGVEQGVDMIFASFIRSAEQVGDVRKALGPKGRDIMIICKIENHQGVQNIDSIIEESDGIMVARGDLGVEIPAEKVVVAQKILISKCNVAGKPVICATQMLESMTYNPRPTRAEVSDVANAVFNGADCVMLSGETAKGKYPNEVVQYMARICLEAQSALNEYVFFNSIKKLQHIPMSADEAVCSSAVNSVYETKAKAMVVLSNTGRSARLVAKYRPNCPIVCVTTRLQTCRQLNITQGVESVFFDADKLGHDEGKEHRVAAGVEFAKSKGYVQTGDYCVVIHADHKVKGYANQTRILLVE
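Purified LmPK (0.1 nM) with 0.5 mM PEP and 0.1 mM ADP in imidazole buffer pH 7.2 with MgCl2/KCl, 1 h at room temperature. ATP formed was read by luciferase luminescence and normalized to no-enzyme and uninhibited controls.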
AMA1-RON2 inh: qHTS for Inhibitors of AMA1-RON; Towards Development of Antimalarial Drug Lead: Primary Screen. hit rate 0.2% among 360,000. Plasmodium falciparum AMA1 (3D7) - RON2 peptide interaction. Potency, µM (highest dose often 58.2 µM), inactives show top-dose activity change, negative = inhibition, most hits filed as inhibitors. AlphaScreen AMA1-biotinylated RON2 peptide binding;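 also: potency is read from the fitted curve at half-maximal effect; 0% = vehicle wells and -100% = peptide control; nearly all actives have a fitted effect of over 45% in size; some results filed as inactive show a strong effect at the top dose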
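AMA1 (3D7) with his tag at 25 nM final met compounds first, then biotinylated RON2 peptide at 25 nM; detection used donor plus acceptor beads, 10 µg/mL apiece, read by AlphaScreen after 30 min at room temperature.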
HCMV inh: qHTS Assay for inhibitors of the human cytomegalovirus (HCMV); HFF cells, HCMV-luciferase reporter, 72 h; hits give low values; hit rate 4.5% among 410,000; activity change, negative = inhibition, % at 57.5 µM; in the data active = activity change below about -60%; inconclusive = no clear call, values can overlap the other calls; inactive = above about -39%
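Human foreskin fibroblasts infected with luciferase-reporter HCMV at MOI 1 PFU/cell, compounds at two doses. Luciferase measured 72 h post infection; normalized to buffer-only basal and Salinomycin (10uM) controls.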
Starred values were filed as active, the others as inactive; u = inconclusive; x = no result given; & = joins results of further samples; [ ] = another dose, or the depositor's remark. Unless noted, calls follow the shape of the dose curve; as a rule, active = well fitted curve in the direction sought with a large enough effect; inconclusive = small, poorly fitted or top-dose-only effect, or another doubt; inactive = no such curve, though single readings can be large; an effect the other way counts as inactive or inconclusive. Unless noted, % is scaled to controls: 0 for no effect and ±100 for the full control effect. Not a hit list. Share with any hit: about 7.4%.

SMILES	Sm TGR block	AmpC inh detg	AmpC no deterg	Tb PYK inh	LmPK inhibitor	AMA1-RON2 inh	HCMV inh
COCCN1Cc2cccc(C(=O)Nc3ccc(S(=O)(=O)N4CCOCC4)cc3)c2C1=O	0%	-4%	6%	0%	1%	0%	-15
Cc1cccc(OCC(=O)Nc2cc(C)c(C)cc2O)c1	0%	-11%	-27%	-5%	-2%	-1%	20
Fc1ccccc1CSCc1nc2ccccc2[nH]1	x	2%	-26%	3%	-7%	0%	0
CC(C)c1ccc(C(=O)CSc2n[nH]c(-c3ccncc3)n2)cc1	10%	1%	-25%	-10%	10%	11%	14
Cc1ccc(C(=O)CSc2nc(C)cc(C)c2C(N)=O)cc1	2%	2%	u	-8%	1%	0%	16
Cc1ccc2[nH]cc(C(=O)CN3CCN(C)CC3)c2c1	2%	-5%	-6%	12%	-2%	1%	17
C[C@H](CO)N1C[C@H](C)[C@@H](CN(C)C(=O)Nc2ccc(N3CCN(C)CC3)cc2)OCc2cnnn2CCCC1=O	x	x	x	-1%	x	10%	10
CCCCN(C)S(=O)(=O)c1ccc(C(=O)Nc2sc3c(c2C(=O)OCC)CCN(C(C)C)C3)cc1	-1%	-2%	x	-1%	x	x	-27
COc1ccc(Nc2nc(N)nc(CSc3nncn3C)n2)cc1	-18%	-10%	-20%	0%	5%	2%	37
COc1cccc(CNC(=O)CCC(=O)N2CC(C)Sc3ccccc32)c1 (stereo not drawn)	-3%	-5%	x	-2%	x	x	-19
COc1ccc(N(C(C)=O)S(=O)(=O)c2cccc3cccnc23)cc1	6%	u	-22%	0%	2%	9%[2.32 µM]	25
CCOC(=O)C1CCN(C(=O)CCC2CCCC2)CC1	2%	-4%	7%	-4%	-1%	-3%	10
O=C(CCn1nc(-c2ccc(Cl)cc2)ccc1=O)N1CCOCC1	11%	-3%	14%	8%	4%	14%	-2
O=C(COc1ccc(Cl)cc1)Nc1nnc(S(=O)(=O)N2CCCCCC2)s1	-3%&-8%	-10%&-7%	-38%	-8%&-1%	0%	29%	6&53
CCN(CC)c1nc(Nc2ccc([N+](=O)[O-])cc2)nc(N(CC)CC)n1	-18%	8%	-10%	0%	1%	-5%	25

A few values from the results shown:
Result for `Cc1ccc(C(=O)CSc2nc(C)cc(C)c2C(N)=O)cc1` in AmpC inh detg: 2%
Result for `CCOC(=O)C1CCN(C(=O)CCC2CCCC2)CC1` in HCMV inh: 10
Result for `CCN(CC)c1nc(Nc2ccc([N+](=O)[O-])cc2)nc(N(CC)CC)n1` in Sm TGR block: -18%
Result for `O=C(COc1ccc(Cl)cc1)Nc1nnc(S(=O)(=O)N2CCCCCC2)s1` in Sm TGR block: -3%&-8%

Returning to the listing, repeating the 4 entries before the break.
SMILES	Sm TGR block	AmpC inh detg	AmpC no deterg	Tb PYK inh	LmPK inhibitor	AMA1-RON2 inh	HCMV inh
CCOC(=O)C1CCN(C(=O)CCC2CCCC2)CC1	2%	-4%	7%	-4%	-1%	-3%	10
O=C(CCn1nc(-c2ccc(Cl)cc2)ccc1=O)N1CCOCC1	11%	-3%	14%	8%	4%	14%	-2
O=C(COc1ccc(Cl)cc1)Nc1nnc(S(=O)(=O)N2CCCCCC2)s1	-3%&-8%	-10%&-7%	-38%	-8%&-1%	0%	29%	6&53
CCN(CC)c1nc(Nc2ccc([N+](=O)[O-])cc2)nc(N(CC)CC)n1	-18%	8%	-10%	0%	1%	-5%	25
COC(=O)c1ccccc1C(=O)N1CC(O)CO1 (stereo not drawn)	0%	-18%	-19%	-5%	1%	-6%	13
CC1CC(C)CN(C(=O)C(C)N(C)CC(=O)Nc2ccccc2Cl)C1 (stereo not drawn)	1%	-8%	63%[activator]	-1%	-1%	33%[activator]	40
C/C=C\C(=O)Nc1cccc(C2=NOC3(C2)C[C@@H](C(N)=O)N(C(=O)CC(c2ccccc2)c2ccccc2)C3)c1 (stereo partly drawn)	4%	-12%	164%[activator]	-3%	3%	-3%	-28
Cn1c2ccccc2c2c(C(=O)NCCCN3CCCC3=O)cn(C3CCCCC3)c(=O)c21	-25%	-4%	102%[activator]	2%	-4%	-13%	69
O=C(N/C(=C\c1cccs1)C(=O)N1CCOCC1)c1ccco1	x	6%	-17%	-3%	1%	-3%	-9
O=C(NNS(=O)(=O)c1ccc(Br)cc1)C1CCCCC1	5%	-8%	-20%	1%	1%	15%	7
CCOC(=O)c1ccc(S(=O)(=O)N2CCN(CC3CC=CCC3)CC2)cc1 (stereo not drawn)	-26%	-1%	-16%	-2%	6%	-5%	4
CC(C)(C)n1ncc2c(=O)n(CC(=O)c3ccc(Cl)cc3)cnc21	3%	1%	-18%	-8%	-1%	8%	83
CCOc1ccc2oc(C(=O)OCC(=O)NC3CCCCC3)c(C)c2c1	-33%	10%	-17%	1%	x	-8%	-15
C[C@@H]1CN([C@H](C)CO)C(=O)CCCn2nncc2CO[C@H]1CN(C)Cc1ccc(Oc2ccccc2)cc1	x	x	x	12%	x	-3%	-16
CCOC(=O)c1cc(NC(=O)Nc2ccc(OC)c(OC)c2)c(C)nc1C	9%	-6%	-4%	0%	-8%	-6%	1
COC(=O)c1ccccc1NC(=O)CCC(=O)N1CCSc2ccccc21	5%	-4%	-1%	-5%	1%	-14%	14
O=C(CSc1ncc(-c2ccccc2)[nH]1)Nc1cccc(O)c1	0%	-5%	-48%	0%	12%	-1%	3
COc1ccc(S(=O)(=O)N2CCCCCC2)cc1C(=O)N1CCN(C(C)=O)CC1	x	x	x	4%	x	-6%	25
Cn1c(CCCCCN)nc2ccccc21	1%	u	16%	-6%	1%	-6%	11
CC(=O)c1cccc(CN2CCC(n3nccc3NC(=O)c3ccc4c(c3)OCO4)CC2)c1	2%	-1%	8%	0%	-1%	-3%	u
CN1CCN(S(=O)(=O)c2ccc3[nH]c(=O)oc3c2)CC1	11%	1%	0%	-4%	-1%	1%	-32
CCCC#Cc1cnc2c(c1)C(=O)N([C@H](C)CO)C[C@H](C)[C@@H](CN(C)C(=O)CCN1CCCCC1)O2	x	x	x	-12%	x	13%	-17
Cc1nc2c(sc(=S)n2Cc2ccco2)c(=O)n1CC(=O)Nc1ccccc1F	-7%	-13%	-46%	0%	5%	-1%	11
COc1cc(Nc2ccccc2Cl)c([N+](=O)[O-])nc1[N+](=O)[O-]	40µM*	-15%	-20%	4%	14%	-5%	9
c1ccc(CN2CCC3CC2c2cc(N4CCCCC4)ccc23)cc1 (stereo not drawn)	x	x	x	-1%	x	-25%	-3
Cc1cc(Cl)ccc1OCC(=O)Nc1ccccc1CO	5%	u	-6%	2%	-5%	6%	-20
CC(C)c1nnc(NC(=O)CC(C)c2ccccc2)s1 (stereo not drawn)	75%[activator]	-4%	-50%	0%	0%	-6%	6
COc1ccc(CN(C)S(=O)(=O)c2ccc3c(c2)OCCO3)cc1	1%	0%	-5%	-7%	1%	-11%	23
CC(C)n1ncc2c(C(=O)NCCc3ccc(S(N)(=O)=O)cc3)cc(C3CC3)nc21	-17%	-16%	-21%	3%	x	-4%	-27
CCOC(=O)C1CCCN(c2oc(-c3ccc(OC)cc3)nc2C#N)C1 (stereo not drawn)	-10%	-9%	-12%[11.4 µM]	6%	6%	u	-35
CCOc1ccc(S(=O)(=O)NN)cc1	7%	-11%	-21%	3%	5%	u	91
S=C(NCc1cccs1)Nc1ccccc1	u	4%	-37%	-10%	-5%	-2%	-37
CN1OC[C@@H]2CN(C(=S)NCCc3ccccc3)[C@H](c3ccccc3Br)C[C@@H]21	x	x	x	1%	x	-21%	-2
COc1cccc(CNC(=O)CCC(=O)N2CCOCC2)c1	-5%	-2%	-3%	-1%	x	-12%	17

Whole records, quoted from the list. Order of values: Sm TGR block	AmpC inh detg	AmpC no deterg	Tb PYK inh	LmPK inhibitor	AMA1-RON2 inh	HCMV inh
`COc1ccc(N(C(C)=O)S(=O)(=O)c2cccc3cccnc23)cc1` in the list: 6%	u	-22%	0%	2%	9%[2.32 µM]	25
`Cc1nc2c(sc(=S)n2Cc2ccco2)c(=O)n1CC(=O)Nc1ccccc1F` in the list: -7%	-13%	-46%	0%	5%	-1%	11
`CCOC(=O)C1CCN(C(=O)CCC2CCCC2)CC1` in the list: 2%	-4%	7%	-4%	-1%	-3%	10

New compounds follow.
SMILES	Sm TGR block	AmpC inh detg	AmpC no deterg	Tb PYK inh	LmPK inhibitor	AMA1-RON2 inh	HCMV inh
O=c1oc2ccccc2c(NC2CCCCC2)c1NS(=O)(=O)c1ccc(Br)cc1	5%	2%	-35%	2%	-8%	-5%	x
CC(=O)Nc1nonc1-c1nnc(SCc2cccc(Br)c2)n1C	1%	7%	x	-14%	x	x	-6
CCCc1cc(=O)oc2c(CN3CCCC3)c(O)ccc12	-14%	u	-22%	-2%	0%	14%	18
CC(=O)c1cccc(NC(=S)NC2CCCCC2)c1	-28%	-6%	-26%	2%	2%	-4%	-15
CC(C)N(C(=O)[C@H]1CC(CC(=O)NCCc2ccccn2)C(=O)N2CCc3c([nH]c4ccccc34)[C@]12C)C(C)C (stereo partly drawn)	x	x	253%[activator]	-1%	x	29%	-15
CCOC(=O)C1=C(CC)Nc2ccccc2N=C1NC(=O)Nc1ccc(Cl)c(Cl)c1	-8%	8%	-46%	2%	11%	u	-98*
COc1ccccc1C1CC(=O)NC(C)=C1C(=O)OC1CCCCCC1 (stereo not drawn)	0%	0%	x	-2%	x	x	-16
FC(F)(F)c1nc2nc(Cl)c(Cl)nc2n1CCCN1CCOCC1	x	x	x	7%	x	67%[activator]	0
CCCCOc1ccc(NC(=O)CN2CCN(CC)CC2)cc1	-21%	2%	-3%	7%	-2%	-9%	41
